MEX-5 binding – C. elegans MEX-5 TCR-2 RNA binding activity; Q9XUB2; MEX-5/FITC-TCR2 RNA binding, fluorescence polarization; stronger effect = lower value; activity score (negative = inhibition of binding), % at 10 µM; 0.38% of 300,000 active;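 active means inhibition past about -25% in most replicates, and total fluorescence under double the plate's negative control median, limit read from the data; inconclusive means replicates evenly split on the limit, or fluorescence at least double controls; inactive means too little inhibition in most replicates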;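 further: 0% = DMSO and -100% = 5 µM competing unlabeled TCR2 RNA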
EBNA-1 inh – blocks EBNA-1 binding to DNA. inhibition, % at 14.8 µM. EBNA-1 DNA binding, fluorescence polarization. 0.34% of 300,000 active. AID 1950; in the data active means inhibition above about 28%
Yeast superoxide – lowers age-related superoxide in aged yeast cells; AID 2690; 0.18% of 330,000 active; S. cerevisiae aged cells, superoxide DHE fluorescence; stronger effect = lower value; superoxide response (% of plate mean), % at 10 µM;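 active means superoxide response under a set limit, about three screen SD below normal, cut at about 65% in these data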;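 further: yeast aged for seven days with compound at 30 °C before DHE staining; 100% = average MFI of all compound-treated wells on the plate with controls excluded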
MCL1-BIM inh – MCL1-BIM-BH3 interaction inhibition (human). 0.68% of 320,000 active. GST-MCL1 / FITC-Bim-BH3 fluorescence polarization. inhibition, % at 10.9 µM;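 active means inhibition above the mean inhibition of all tested compounds plus 3 SD, set per campaign, cut at about 40% in these data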;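 further: 0% = DMSO wells and 100% = unlabeled Bim-BH3 peptide control; higher means more loss of mP so more displacement of Bim peptide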
Target sequence (Q07820 whole entry, looked up): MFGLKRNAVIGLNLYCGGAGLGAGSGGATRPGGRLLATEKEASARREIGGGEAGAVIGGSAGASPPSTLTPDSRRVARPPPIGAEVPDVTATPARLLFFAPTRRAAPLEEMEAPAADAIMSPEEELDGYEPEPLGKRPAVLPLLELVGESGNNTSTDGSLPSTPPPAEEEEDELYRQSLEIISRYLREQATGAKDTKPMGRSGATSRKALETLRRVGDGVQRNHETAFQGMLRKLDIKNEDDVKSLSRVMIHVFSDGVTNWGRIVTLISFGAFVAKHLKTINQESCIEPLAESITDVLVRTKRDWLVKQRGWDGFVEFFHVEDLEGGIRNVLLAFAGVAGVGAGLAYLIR
GLD-1 RNA inh – GLD-1-TGE RNA interaction inhibition (C. elegans); Q17339; purified GLD-1 + fluorescein TGE RNA, fluorescence polarization; inhibition, % at 5.96 µM; 0.44% of 320,000 active; AID 2280;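 active means percent inhibition above a per-plate cutoff, the plate mean of test compounds plus 3 SD, cut at about 30% in these data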;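 further: 0% = DMSO wells with GLD-1 and probe and 100% = wells lacking GLD-1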
Target sequence (Q17339 whole entry, looked up): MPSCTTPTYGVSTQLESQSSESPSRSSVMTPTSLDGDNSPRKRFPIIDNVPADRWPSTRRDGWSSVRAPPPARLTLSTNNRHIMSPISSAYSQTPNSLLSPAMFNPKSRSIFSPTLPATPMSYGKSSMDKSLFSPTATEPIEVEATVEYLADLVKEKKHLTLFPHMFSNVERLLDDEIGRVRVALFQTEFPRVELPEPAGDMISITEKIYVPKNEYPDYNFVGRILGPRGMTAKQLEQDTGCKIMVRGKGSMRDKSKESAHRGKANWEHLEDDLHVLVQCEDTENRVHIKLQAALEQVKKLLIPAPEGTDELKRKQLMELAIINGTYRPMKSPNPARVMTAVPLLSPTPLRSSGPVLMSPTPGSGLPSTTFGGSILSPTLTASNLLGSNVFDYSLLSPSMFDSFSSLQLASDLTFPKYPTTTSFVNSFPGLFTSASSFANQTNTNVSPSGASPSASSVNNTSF
ZTA DNA inh – counter-screen for EBNA-1 inhibitors: inhibitors of Epstein-Barr virus ZTA | AID 2234 | 0.15% of 320,000 active | ZTA-DNA binding, fluorescence polarization | P03206 | inhibition, % at 11 µM; in the data active means inhibition above about 33%
Target sequence (P03206 whole entry, looked up): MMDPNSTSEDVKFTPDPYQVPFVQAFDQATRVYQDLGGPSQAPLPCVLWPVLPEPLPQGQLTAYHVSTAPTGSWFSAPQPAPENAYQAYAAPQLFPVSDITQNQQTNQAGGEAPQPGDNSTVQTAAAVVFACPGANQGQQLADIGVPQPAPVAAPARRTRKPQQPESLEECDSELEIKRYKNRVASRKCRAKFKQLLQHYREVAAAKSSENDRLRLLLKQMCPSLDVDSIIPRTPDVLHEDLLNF
Efflux pump inh – antifungal efflux pump inhibition, Nile Red retention. inhibition, % at 10 µM. 0.44% of 330,000 active. S. cerevisiae Candida pump triplex;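 active means plate passing quality check with inhibition over a set limit, or well fluorescence over plate mean plus 4 SD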;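 further: Nile Red retained in pooled yeast measured as flow cytometry median fluorescence; 0% = buffer negative control and 100% = Enniatin B positive control; higher means more Nile Red kept so more efflux inhibition; some compounds called inactive have numbers as strong as hits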
Fam108B counter – counter-screen for RBBP9 inhibitors: inhibitors of mouse Fam108B | recombinant Fam108B, FP-Rh probe fluorescence polarization | inhibition, % at 9.51 µM | 0.33% of 300,000 active | AID 1947;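 active means inhibition above the screen mean inhibition plus 3 SD, computed separately per campaign, cut at about 18% in these data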;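 further: inhibitors lower polarization as less probe binds the enzyme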
Bcl-xL primary – blocks human Bcl-xL binding to Bim BH3 peptide. inhibition, % at 10.9 µM. Q07817. 0.7% of 320,000 active. GST-Bcl-xL / FITC-Bim BH3 peptide fluorescence polarization. AID 2129;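 active means inhibition above the mean of all tested compounds plus 3 SD, cutoff set per campaign, cut at about 30% in these data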;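 further: 0% = DMSO wells and 100% = unlabeled Bim-BH3 peptide competitor; inhibitors lower millipolarization by displacing the labeled peptide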
* marks the source's active call; other numbers are inactive results; ? = inconclusive; · = no result given.

SMILES | MEX-5 binding | EBNA-1 inh | Yeast superoxide | MCL1-BIM inh | GLD-1 RNA inh | ZTA DNA inh | Efflux pump inh | Fam108B counter | Bcl-xL primary
Cc1oc(-c2ccc(Cl)cc2)nc1CS(=O)CC(=O)NC1CCCC1 (centres undefined) | -0.8 | 5 | 77 | 2 | -5 | 2 | 0.0 | -2 | 3
CC1=NN(c2ccc(C)c(C)c2)C(=O)/C1=C\C=C\c1ccc([N+](=O)[O-])o1 | -0.2 | -10 | 95 | -3 | 1 | -1 | 0.2 | -1 | -7
O=C1c2ccsc2SCCN1Cc1ccccc1Cl | 0.4 | -4 | 96 | -6 | 3 | -15 | 0.6 | -4 | 0
O=C(NNc1ccccc1)Nc1ccccc1F | -1.3 | 8 | 103 | 2 | 2 | 12 | -0.1 | -1 | 3
O=S(=O)(Nc1cccc(-c2ccc(N3CCCCCC3)nn2)c1)c1ccc(F)cc1 | 0.1 | 5 | 79 | 2 | 2 | -11 | -0.5 | -2 | 3
CCN(CC)CC(=O)Nc1c(Br)ccc2c1OCO2 | -0.3 | -2 | 98 | -9 | 1 | 8 | 0.2 | 2 | -10
O=C(CCNC(=O)c1ccc(Br)cc1)NCC(c1ccco1)N1CCCCC1 (centres undefined) | · | · | 99 | -1 | 3 | -5 | 0.3 | · | -2
CCn1cc(C(=O)O)c(=O)c2cnc(N3CCN(C(=S)Nc4ccccc4)CC3)nc21 | 0.0 | -1 | 88 | 5 | 8 | -5 | -0.1 | -1 | 3
Nc1cccc2c1C(=O)N(Cc1cccc(Cl)c1)C2=O | -10 | -7 | 94 | 23 | 32* | -12 | 0.1 | -7 | 22
CC1CCc2c(cnc3ncnn23)C1 (centres undefined) | -4.5 | -3 | 98 | 6 | 3 | -4 | -0.2 | -1 | 10
COC(=O)COc1ccc(Oc2cc(C)nc(SC)n2)nn1 | 0.5 | 8 | 104 | 5 | 0 | 5 | -0.2 | 0 | 3
Cc1cc(S(=O)(=O)Cc2noc(-c3c(C)noc3C)n2)c(C)cc1Cl | -1.0 | 1 | 118 | -1 | 4 | -11 | 0.0 | -1 | 5
Cc1cc(C)cc(NC(=S)NCC2CCCO2)c1 (centres undefined) | 2.8 | 2 | 93 | 15 | 4 | 1 | 0.0 | 4 | 1
CC(CCc1ccccc1)NC(=O)COC(=O)c1ccc([N+](=O)[O-])cc1 (centres undefined) | 0.6 | -1 | 109 | 3 | 2 | -3 | -0.1 | -2 | 5
CCc1ccc(C(=O)COc2ccc(NC(C)=O)cc2)cc1 | -3.1 | -13 | 113 | -1 | 9 | -12 | 0.2 | -5 | 1
CCO[C@@H]1OC(C(N)=O)=C[C@H](c2coc3ccccc3c2=O)[C@H]1CCCO | 1.7 | 5 | 87 | 2 | 0 | 1 | -0.1 | -3 | 4
CC(=O)Nc1ccc(C(=O)CSc2nnc(-c3ccc(O)cc3)n2CC2CCCO2)cc1 (centres undefined) | -0.7 | -13 | 104 | -7 | 0 | -11 | 0.1 | -3 | 0
CNC(=S)N1N=C(c2ccc(C)cc2)CC1c1ccc(OC)cc1 (centres undefined) | 3.2 | -11 | 101 | 5 | 5 | 10 | 0.1 | 0 | -2
O=C(CSc1nnc2ccc(-c3ccc(Br)cc3)nn12)NCC1CCCO1 (centres undefined) | -0.2 | 7 | 94 | 5 | 5 | -17 | 0.0 | 2 | 4
Cc1ccc(C)c(NC(=S)N2C3CCCC2CC(NC(=O)C2CC2)C3)c1 (centres undefined) | 0.9 | -8 | 97 | 6 | 8 | -16 | 0.1 | 2 | 5

2 entries from above, set out differently:
CNC(=S)N1N=C(c2ccc(C)cc2)CC1c1ccc(OC)cc1 (centres undefined)
  MEX-5 binding: 3.2 | EBNA-1 inh: -11 | Yeast superoxide: 101 | MCL1-BIM inh: 5 | GLD-1 RNA inh: 5 | ZTA DNA inh: 10 | Efflux pump inh: 0.1 | Fam108B counter: 0 | Bcl-xL primary: -2

O=C(CSc1nnc2ccc(-c3ccc(Br)cc3)nn12)NCC1CCCO1 (centres undefined)
  MEX-5 binding: -0.2 | EBNA-1 inh: 7 | Yeast superoxide: 94 | MCL1-BIM inh: 5 | GLD-1 RNA inh: 5 | ZTA DNA inh: -17 | Efflux pump inh: 0.0 | Fam108B counter: 2 | Bcl-xL primary: 4

Other compounds follow.
SMILES | MEX-5 binding | EBNA-1 inh | Yeast superoxide | MCL1-BIM inh | GLD-1 RNA inh | ZTA DNA inh | Efflux pump inh | Fam108B counter | Bcl-xL primary
Cc1ccc(/C=C/c2nnc(-c3ccc(C)cc3)o2)cc1 | 0.2 | -8 | 113 | 2 | -2 | -1 | -0.1 | -4 | 2
CC(C)Cc1nnc(NC(=O)Nc2ccccc2)s1 | -0.2 | -7 | 122 | 3 | -7 | -2 | 0.2 | -4 | -2
COC(=O)C(NC(=O)CN1C(=O)c2ccccc2C1=O)c1ccc(O)c(OC)c1 (centres undefined) | 0.7 | 4 | 101 | -1 | 7 | -13 | 0.0 | -3 | 2
O=C(O)c1ccccc1NS(=O)(=O)c1ccc2ccccc2c1 | -0.6 | -5 | 107 | 10 | 3 | -7 | 0.3 | 2 | 5
COc1ccc(CNc2nc3c(c(=O)[nH]c(=O)n3C)n2CCCc2ccccc2)cc1 | 1.4 | 22 | 106 | 1 | 6 | 2 | 0.1 | 0 | 2
CC(=O)Nc1cccc(-c2cnc3ccccc3n2)c1 | -1.6 | 8 | 99 | -1 | -4 | 11 | -0.1 | -2 | 0
COc1ccc(C(=O)Nc2ccccc2C(=O)N2CCOCC2)cc1Br | 1.1 | -10 | 99 | 8 | 4 | 3 | 3.8 | -1 | 3
CCOC(=O)Cn1c(=O)oc2cc(S(=O)(=O)NC3CCCc4ccccc43)ccc21 (centres undefined) | -0.7 | -4 | 104 | 1 | 3 | 1 | 0.1 | 1 | 1
Cc1cc(C(=O)N2CCN(c3ccccn3)CC2)c(C)o1 | -4.1 | 3 | 95 | 15 | 24 | -20 | -0.1 | -1 | 9
CS(=O)(=O)N1CCN(c2nc3ccc(Cl)cc3s2)CC1 | 2.3 | -2 | 97 | 5 | 7 | 7 | 0.0 | 2 | 9
CCOc1ccc(NC(=O)NCc2ccc3c(c2)OCO3)cc1 | -0.5 | 3 | 97 | 0 | 4 | 2 | 0.0 | -3 | 0
CC(=O)Nc1ccc(NC(=O)CSc2ccc3nnc(CCNS(=O)(=O)c4ccc(C)cc4)n3n2)cc1 | 0.0 | -5 | 103 | -4 | 1 | 6 | 0.0 | 0 | 0
COc1ccc(OCC(=O)OCC(=O)NCC2CCCCC2)cc1 | · | · | 98 | -3 | 0 | -5 | 0.1 | · | 1
COCC(=O)Nc1cc(OC)cc(OC)c1 | -3.2 | 6 | 109 | 7 | -3 | 14 | -0.1 | 5 | 2
O=Cc1ccc(-c2cccc(C(=O)O)c2)o1 | -3.4 | -9 | 101 | 2 | 0 | -3 | 0.0 | 3 | 6
Cc1ccc(C(=O)CCC(=O)OCC(=O)NNC(=O)c2ccc([N+](=O)[O-])cc2)cc1 | · | · | 116 | 0 | 4 | -12 | -0.3 | · | 4
O=C(CN(Cc1ccc(F)cc1)C(=O)CCC(=O)Nc1nccs1)NCc1ccc(F)cc1 | 2.5 | 0 | 109 | 7 | 9 | 12 | -0.1 | 5 | 4
NC(=O)c1cnn(-c2cccc(Cl)c2)c1N | 0.6 | -8 | 106 | -1 | -7 | 7 | 0.0 | -2 | 5
Cc1ccc2nsnc2c1S(=O)(=O)N1CCN(C)CC1 | 0.8 | -15 | 103 | 1 | 1 | -2 | 0.2 | 1 | 3
Cc1cccc2nc(CSc3nc4ccc([N+](=O)[O-])cc4[nH]3)c(Br)n12 | 1.0 | -10 | 107 | -5 | -3 | -5 | -0.1 | -10 | -12
CCOC(=O)C1C2C=CC3(CN(c4ccccc4CC)C(=O)C13)O2 (centres undefined) | -0.7 | -3 | 103 | 27 | 16 | 0 | 0.1 | -6 | 16
CCOC(=O)CSC1=Nc2ccccc2C2=NC(CC(=O)NCc3ccc4c(c3)OCO4)C(=O)N12 (centres undefined) | · | 4 | 97 | 9 | -6 | -21 | 0.1 | 4 | 8
Fc1ccc(-n2nnc(-c3ncc[nH]3)n2)cc1 | -2.2 | 9 | 96 | 4 | 4 | 4 | 0.0 | -2 | 1
Nc1c(C(=O)c2cccs2)sc2nsc(SCCN3CCCCC3)c12 | ? | 4 | 111 | 13 | -63 | 10 | 0.1 | 2 | 26
Cc1c(C(=O)NCc2c(F)cc(F)cc2F)oc2ccc(S(=O)(=O)N3CCOCC3)cc12 | -0.1 | -7 | 112 | -2 | 3 | -3 | 0.1 | -3 | 2
Cc1c(NC(=O)C2(c3ccc(Cl)cc3)CCCC2)c(=O)n(-c2ccccc2)n1C | 0.0 | 10 | 99 | -4 | 1 | 1 | 0.0 | 3 | -3
COc1ccc(N2CCN(C(=O)C3Cc4ccccc4CN3C(=O)c3ccco3)CC2)cc1 (centres undefined) | · | · | 94 | 3 | 2 | -16 | -0.3 | · | 8
CN(Cc1ccccc1)c1nc2c(c(=O)[nH]c(=O)n2C)n1CCSc1nc2ccccc2[nH]1 | -0.1 | 8 | 95 | -2 | 1 | 12 | 0.1 | 1 | 1
CCc1ccc2nc(N(CCCN(C)C)C(=O)c3ccc(C(=O)c4ccccc4)cc3)sc2c1 | 1.1 | 6 | 107 | -6 | 0 | 23 | -0.2 | 3 | -3
COc1cccc(CNC(=O)Cn2c(=O)oc3ccccc32)c1OC | 0.7 | -8 | 95 | 2 | 2 | 8 | 0.1 | 3 | 1
CSc1nc2ccccc2cc1/C=C(\C#N)c1cccc(C)c1 | -0.6 | -5 | 94 | -3 | -1 | 13 | -0.1 | -3 | -4
O=C(CC(Cc1ccccc1)C(=O)O)Nc1ccc(F)cc1 (centres undefined) | -3.0 | 3 | 95 | -3 | 4 | 11 | 0.1 | -2 | 1
O=C(N/N=C/c1ccc2c(c1)OCCO2)c1ccncc1 | 2.4 | 1 | 111 | 8 | 3 | -3 | -0.1 | 1 | 3
N#Cc1nc(COc2cccc(Cl)c2)oc1N1CCCC1 | -3.3 | -3 | 108 | -1 | 0 | -7 | 0.3 | 3 | 6
Cc1ncc(CN2CCN(CCc3ccccc3)C(CCO)C2)s1 (centres undefined) | -0.5 | 3 | 86 | 3 | -7 | -8 | -0.1 | -4 | 4
Cc1cccc(S(=O)(=O)c2c(N)n(/N=C/c3ccco3)c3nc4ccccc4nc23)c1 | 0.9 | -7 | 108 | -5 | -3 | 11 | 0.0 | -15 | -1
Cc1cc(NC(=O)c2ccccc2F)n(C(C)(C)C)n1 | · | -9 | 105 | 2 | 3 | -2 | 0.2 | -4 | 2
O=C1CCCN1CCC12CC3CC(CC(C3)C1)C2 | 1.3 | 3 | 95 | -3 | -3 | 1 | -0.1 | 1 | -2
Cc1ccc(S(=O)(=O)CCC(=O)NCCN2C(=O)S/C(=C/c3ccc(F)cc3)C2=O)cc1 | 1.2 | 0 | 107 | 3 | 10 | -8 | -20 | 8 | 7
O=C(NNc1cccc(Cl)n1)C1CC1 | -0.2 | 11 | 132 | -3 | -2 | 9 | -0.1 | 1 | 2
CCOC(=O)C1=C(N)N2C(=O)CSC2=C(C(=O)OC)C1 | -1.6 | 4 | 101 | 9 | -2 | -6 | -0.1 | 2 | 3
CC(=O)N1CCc2cc(Br)cc(S(=O)(=O)NCCCN3CCC(C)CC3)c21 | · | 4 | 99 | 5 | 1 | 9 | -0.1 | 3 | 1
COc1cccc(C(=O)C2CCCN(Cc3cccc(OCCO)c3)C2)c1 (centres undefined) | 0.7 | -4 | 111 | 8 | -4 | 8 | 0.0 | -4 | 2
